Screening data (PubChem BioAssay)
PAD4 inhibition: human PAD4 inhibitors, primary screen, biochemical, fluorescence polarization (AID 463073); recombinant PAD4, RFA probe fluorescence polarization; hits give high values; inhibition, % at 5 µM; 2,000 tested, 0.5% active;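 active means inhibition above 30%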;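 further: 0% = PAD4 with DMSO and 100% = wells lacking PAD4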
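System: recombinant PAD4. Amount: PAD4 at 2 µM in dispensed buffer, before additions. Doses: single 5 µM final compound concentration. Timing: 30 min 25 °C preincubation, 5 h 37 °C labeling. Benchmarks: wells lacking PAD4 as full-inhibition control. Repeats: single well per compound. Measured by: FP, ex 525 nm, em 598 nm.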
* = called active by the depositor. The list is partial; the hit share may differ from the screen's.

SMILES	PAD4 inhibition
CCN(CCCCOC(=O)c1ccc(OC)c(OC)c1)C(C)Cc1ccc(OC)cc1 (stereo not drawn)	5.0
CC(C)(C)NCC(O)COc1cccc2c1C[C@H](O)[C@H](O)C2 (stereo partly drawn)	-3.5
